Compound activity deposited in PubChem by several laboratories.
Rtt109 HAT inh = inhibitors of C. albicans Rtt109/Vps75 HAT, primary screen, biochemical, ThioGlo CoA-SH fluorescence, plate reader. Histone acetyltransferase RTT109 (Candida albicans (strain SC5314 / ATCC MYA-2876)), …. purified Rtt109/Vps75, 4 h. inhibition, % at 34.9 µM. 330,000 tested, 0.16% active;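 active = inhibition of at least 50% in every replicate; inconclusive = best replicate reaches 50% inhibition but some replicates fall short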
cardiac RTF act = cardiac RTF calcium sensitivity activators, primary screen, biochemical, IANBD-TnC fluorescence, EC20 calcium | Troponin I, cardiac muscle (Homo sapiens) + Troponin T, cardiac muscle (Homo sapiens) + … | IANBD-labeled TnC RTF fluorescence at EC20 calcium; 0% EC20 calcium, 100% full calcium | activation, % at 7.2 µM | 340,000 tested, 0.24% active | AID 493008, 2010;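 active = activation above the mean over all tested compounds plus 3 SD, cut at about 30% in these data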;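 also: rise in fluorescence read as greater calcium sensitivity of cardiac thin filaments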
NSD2 HMT inh = NSD2 histone methyltransferase inhibitors, primary screen, biochemical, AlphaScreen, single concentration, set 2. NSD2 peptide methylation, 120 min. Histone-lysine N-methyltransferase NSD2 (Homo sapiens), O96028. 310,000 tested, 0.54% active. inhibition, % at 12.5 µM. AID 743445, 2014; in the data active = inhibition above about 50%
Mot1-301 SUMO = yeast Mot1-301 growth rescue at high temperature, primary screen, SUMOylation pathway inhibitor project, S. cerevisiae, ATP luminescence, 38.5C | S. cerevisiae Mot1-301 growth rescue; percent above DMSO median, 100 means doubled | growth rescue, % at 18.8 µM | 320,000 tested, 1% active | AID 2716, 2010;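 active = every valid replicate shows activation above 250% relative to neutral control wells; inactive = the rest, any valid replicate at or below 250%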;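 also: OY570 slx delta 5 strain wells were the positive control but not used for scaling; some compounds called inactive have numbers as strong as hits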
PfHsp90 yeast 2 = growth inhibition of PfHsp90-expressing yeast, primary screen, antimalarial PfHsp90 inhibitor project, S. cerevisiae, BacTiter-Glo luminescence, single point, set 2; BacTiter-Glo ATP, 48 h; yeast lacking PDR1 and PDR3 efflux regulators; inhibition, % at 9.4 µM; 310,000 tested, 0.32% active; AID 504621, 2011;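 active = every replicate shows inhibition above about 80%, whatever the replicate mean, limit read from the data; inconclusive = mean inhibition reaches the set limit but some replicate falls short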;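 also: 0% = DMSO neutral controls and 100% = 20 µM radicicol positive controls; yeast relying on Plasmodium falciparum Hsp90 in place of its own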
C-LANA FP = inhibitors of KSHV C-LANA binding to DNA, primary screen, biochemical, fluorescence polarization, FAM-LBS DNA, MBP-C-LANA, single point. Kaposi's sarcoma herpesvirus LANA C-terminal domain (residues 932-1162) DNA binding. 340,000 tested, 0.078% active. inhibition, % at 9 µM;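 active = highest replicate inhibition at or above 60% at 9 µM, even if other replicates fall short; inactive = all replicates below 60% inhibition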;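 also: 0% = neutral control wells and 100% = 4 µM acridine orange control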
CDK5 p35 inh = inhibitors of human CDK5/p35 kinase, primary screen, biochemical, single concentration; inhibition, % at 10 µM; Recombinant CDK5/p35, ADP-Glo luminescence, 60 min; 330,000 tested, 0.01% active;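 active = highest replicate inhibition of at least 50% and at least 75% of replicates reaching 50%; inconclusive = only one of the two criteria met; inactive = both criteria failed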;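 also: plate controls were DMSO neutral control for no effect and GW8510 at 10 µM for full effect; many of its hits are not listed in these tables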
Target sequence (Q00535 whole entry, looked up): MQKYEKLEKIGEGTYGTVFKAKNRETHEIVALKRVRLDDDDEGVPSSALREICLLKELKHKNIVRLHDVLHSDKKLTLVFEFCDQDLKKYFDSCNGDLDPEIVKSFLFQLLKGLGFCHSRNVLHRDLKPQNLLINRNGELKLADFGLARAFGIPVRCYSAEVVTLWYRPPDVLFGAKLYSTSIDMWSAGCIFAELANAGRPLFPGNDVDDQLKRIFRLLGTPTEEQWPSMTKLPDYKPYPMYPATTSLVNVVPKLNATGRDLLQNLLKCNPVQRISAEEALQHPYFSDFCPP
Target sequence (Q15078 whole entry, looked up): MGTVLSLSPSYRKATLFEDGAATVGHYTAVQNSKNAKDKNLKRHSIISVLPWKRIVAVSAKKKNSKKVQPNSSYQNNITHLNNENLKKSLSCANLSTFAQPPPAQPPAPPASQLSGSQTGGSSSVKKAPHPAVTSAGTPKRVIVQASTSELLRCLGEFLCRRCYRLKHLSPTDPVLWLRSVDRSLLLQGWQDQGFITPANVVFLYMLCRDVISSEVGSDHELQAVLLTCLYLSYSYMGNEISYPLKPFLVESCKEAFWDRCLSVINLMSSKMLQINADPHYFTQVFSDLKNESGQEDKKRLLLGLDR
dFosB activator = activators of delta FosB homodimer, primary screen, biochemical, fluorescence polarization, TAMRA-CDK5 oligo, single point; Protein FosB (Mus musculus), P13346; purified delta FosB; percent of positive-control signal above neutral wells; activation, % at 25 µM; 340,000 tested, 0.99% active;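 active = mean activation above about 17%, with every replicate also reaching it, limit read from the data, passing the limit was not always enough; inconclusive = only one of the two conditions met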;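 also: fluorescence polarization rise as delta FosB binds a TAMRA Cdk5 AP-1 oligo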
Target sequence (P13346 whole entry, looked up): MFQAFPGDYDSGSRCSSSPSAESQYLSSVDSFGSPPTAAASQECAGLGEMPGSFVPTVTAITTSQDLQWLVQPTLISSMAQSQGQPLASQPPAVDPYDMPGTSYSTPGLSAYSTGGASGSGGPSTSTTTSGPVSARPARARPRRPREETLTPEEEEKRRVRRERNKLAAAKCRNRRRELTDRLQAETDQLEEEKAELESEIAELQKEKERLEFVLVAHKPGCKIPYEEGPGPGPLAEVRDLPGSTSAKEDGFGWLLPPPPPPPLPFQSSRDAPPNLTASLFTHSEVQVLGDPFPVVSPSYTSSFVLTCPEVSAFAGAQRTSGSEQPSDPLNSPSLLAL
PvdQ acylase = P. aeruginosa PvdQ acylase inhibitors, primary screen, biochemical, fluorescence, plate reader and imaging, single point. PvdQ acylase [Pseudomonas aeruginosa LESB58]. purified PvdQ acylase. inhibition, % at 10 µM. 340,000 tested, 0.063% active. AID 488965, 2010; in the data active = inhibition above about 30%, passing the limit was not always enough; inconclusive = no clear call, values can overlap the other calls;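 also: 0% = vehicle neutral wells and 100% = reference inhibitor wells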
Cardiac RTF inh = cardiac RTF calcium sensitivity inhibitors, primary screen, biochemical, IANBD-TnC fluorescence, EC70 calcium. IANBD-labeled cardiac RTF, Ca2+ fluorescence. inhibition, % at 7.15 µM. 340,000 tested, 0.12% active;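 active = inhibition above the mean inhibition of all tested compounds plus 3 SD, cut at about 17% in these data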;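 also: assay run at fixed EC70 calcium of 1.6 mM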
Keap1-Nrf2 PPI = Keap1-Nrf2 protein-protein interaction inhibitors, primary screen, biochemical, fluorescence polarization, single point. Keap1 Kelch-Nrf2 peptide fluorescence polarization, 1536-well. inhibition, % at 9.4 µM. 340,000 tested, 0.15% active. AID 504523, 2011; in the data active = inhibition above about 12%; inconclusive = no clear call, values can overlap the other calls; inactive = below about 7.3%;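 also: human Keap1 Kelch domain with fluorescein labeled Nrf2 9mer peptide probe; 0% = neutral control wells and 100% = peptide positive control; higher means more block of Keap1 binding to Nrf2 peptide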
* hit, by the source's call; ? = inconclusive; . = no result given.

SMILES	Rtt109 HAT inh	cardiac RTF act	NSD2 HMT inh	Mot1-301 SUMO	PfHsp90 yeast 2	C-LANA FP	CDK5 p35 inh	dFosB activator	PvdQ acylase	Cardiac RTF inh	Keap1-Nrf2 PPI
CNC(C)C#Cc1ccc2oc3cc(C)c(C)cc3c(=O)c2c1 (configuration not stated)	11	2	.	6	12	0.1	-5.4	-4	-15	-3	-11
Cc1ccc(C(=O)N2CCC3(CC2)Oc2ccc(F)cc2C(=O)C32CC(c3ccc(Cl)cc3)=NO2)s1 (configuration not stated)	0	5	.	-6	.	-1.6	-0.1	0	-22	-1	-8
CCNc1nc2[nH]c(=O)c3c(c2s1)OC(N)=C(C#N)C3c1ccc(C)cc1 (configuration not stated)	4	3	0	-13	-11	0.3	1.3	10	-7	-13	0
CCN(CC#CCC(O)(c1ccccc1)C1CCCC1)C(C)C (configuration not stated)	-1	1	3	2	24	2.2	0.1	-13	-11	-9	-4
COC(=O)CSc1nc(NC#N)nc(NC(C)C)n1	2	2	.	6	-4	-1.6	-2.1	3	-8	4	-3
NC(=O)NC(Cc1ccccc1)C(=O)Nc1ccc(S(N)(=O)=O)cc1 (configuration not stated)	0	0	2	-18	6	-2.4	-1.3	6	-17	-5	1
Cc1cc(C)cc(NC(=S)N2CCN(Cc3ccccc3)CC2)c1	-7	1	3	2	.	-0.2	-0.4	-7	-5	-4	-2
N#Cc1c(N)nc(-c2ccccc2)nc1-c1ccccc1	-1	-3	.	40	5	0.1	1.1	6	6	0	2
Oc1ccc2ccccc2c1N=Nc1ccccn1	1	-7	26	-13	125*	-0.5	0.1	-10	8	5	3
CCOC(=O)c1nccnc1C(=O)Nc1cccc(C(F)(F)F)c1	-9	-3	.	-1	22	-0.4	-2.8	-4	-5	3	-3
Cc1csc(SCC(=O)O)n1	-7	-4	3	11	8	1.2	-0.8	3	-7	-2	0
COc1ccc(OC)c(-c2cc(C(=O)N3CCN(c4ccccc4)CC3)no2)c1	1	7	.	-7	26	-0.3	-2.9	-7	-23	1	-7
CSc1ccccc1C(=O)N1CCCC(CNC(=O)c2ccc(F)cc2)C1 (configuration not stated)	-5	3	-2	-1	-4	-0.6	1.6	0	-13	-4	0
Cc1cccc(NC(=O)CSCC(=O)NCc2cccc(C(F)(F)F)c2)c1	-11	-2	98*	1	-2	0.4	-0.5	-13	-9	2	-2
CCn1c(=O)cc(SCC(=O)NCc2ccccn2)c2ccccc21	-1	-2	-4	-6	15	0.0	0.6	0	-15	-9	-6
CCN(CCO)Cc1csc2c(Br)cccc12	8	2	2	-9	21	-0.3	1.1	-2	9	-10	?
CCCOc1ccc(N2C(=O)CC(N(C(=O)c3ccco3)c3ccc(OCCC)cc3)C2=O)cc1 (configuration not stated)	-7	0	-3	18	-17	-2.2	0.9	1	20	3	-3
Cc1nn(-c2ccccc2)c(C)c1/C=N/n1c(-c2ccc(Cl)cc2)n[nH]c1=S	2	5	0	10	-16	1.8	-2.3	7	-5	-9	-3
O=C(CCCN1C(=O)S/C(=C/C=C/c2ccccc2)C1=O)Nc1ccc(C(=O)O)cc1	?	-8	2	-16	-6	63	0.3	-17	3	4	-8
Fc1ccc(OCc2nc(-c3ccc(Br)o3)no2)c(F)c1	-1	-2	.	23	-7	1.1	1.1	-3	-3	6	-3
NC(CSC1(c2cccc3ccccc23)c2ccccc2-c2ccccc21)C(=O)O (configuration not stated)	-2	-3	2	.	-13	1.6	-1.9	-8	-3	3	-5
Cc1ccccc1N(C(=O)Cc1ccsc1)C(C(=O)NC1CCCCC1)c1ccc(F)cc1 (configuration not stated)	-3	-11	.	5	-27	-0.3	3.2	2	14	8	0
Cc1ccccc1CNC(=O)Cn1ccc2cc(S(=O)(=O)N3CCCCCC3)ccc21	-12	3	-4	-5	2	1.5	0.4	2	-13	-10	5
CN(C(=O)c1ccc(NC(=O)Cc2cccc([N+](=O)[O-])c2)cc1)C1CCCC1	13	-2	.	10	32	1.5	1.0	0	-1	4	1
CN(C)c1ccc(NC(=O)Cn2cc3c(n2)CCCC3)cc1	-3	11	.	-14	-11	-1.9	-0.9	-8	-22	-9	-1
Cc1csc(NC(=O)CSc2nc3[nH]ncc3c(=O)[nH]2)n1	8	3	0	-8	-11	0.3	-1.3	-2	-18	-2	0
COCCn1cnc2c1c(=O)n(Cc1ccc(Br)cc1)c(=O)n2Cc1ccccc1	3	-3	0	14	-13	1.1	-1.0	-12	-6	-10	6
CCC(C)(C)NC(=O)C(c1ccccn1)N(C(=O)c1csnn1)c1ccccc1 (configuration not stated)	-7	5	-4	3	12	-0.5	-1.8	1	-2	0	-1
Cc1ccc(-n2nc3c(N4CCC(C(=O)NCc5cccc(F)c5)CC4)nnc(C)c3c2C)cc1	-4	4	-6	-7	12	1.4	0.4	0	-2	5	-1
COc1cccc(-n2c(SCC(=O)N3CCOCC3)nnc2-c2c[nH]c3ccccc23)c1	15	6	.	17	-19	-2.7	4.6	-5	5	-8	0
Oc1cc(CNC2CCCCC2)c(O)cc1CNC1CCCCC1	-5	2	-5	.	.	5.6	0.4	-14	-23	-4	0
O=CNNC(=O)c1cccc([N+](=O)[O-])c1	-5	8	-2	-18	5	-1.0	-0.6	-3	-12	-7	-3
CC(=O)Nc1ccc(-c2nnn(CC(=O)c3ccccc3)n2)cc1Cl	-8	-8	1	-3	0	2.0	-0.2	0	-4	-6	1
CCOc1ccc(-c2[nH]nc3c2C(c2ccc4c(c2)OCO4)C(C#N)=C(N)O3)cc1OC (configuration not stated)	-3	1	-1	-2	-1	0.4	-0.3	4	-3	4	0
O=C(NC(=O)C(F)(F)F)Nc1ccc(S(=O)(=O)Nc2nccs2)cc1	-4	-2	0	-1	-5	0.4	0.1	-3	12	-5	-4
Cc1cc(C)nc(NC(=O)CSc2nc3cc(Cl)ccc3s2)n1	-2	-4	1	-3	-4	-0.9	-0.4	11	-6	-2	2
COc1ccc(-n2nc3c(N4CCC(C(=O)NCc5ccccc5C)CC4)nnc(C)c3c2C)cc1	13	-7	-8	7	-10	6.6	1.0	77*	0	-9	-2
COc1cc(C(=O)Nc2ccc(S(=O)(=O)Nc3onc(C)c3C)cc2)cc(OC)c1OC	-11	-2	1	-10	10	-0.8	-3.0	-1	-7	-1	-6
CCS(=O)(=O)C1=NSC2=NC(=O)/C(=C\c3ccc(OC(=O)c4ccco4)cc3)C(=N)N21	6	-1	11	23	8	1.8	-0.4	-7	-6	-5	-10
O=C(CSc1nnc(-c2c[nH]c3ccccc23)o1)N1c2ccccc2CCc2ccccc21	-5	-4	.	-8	-11	2.1	-3.2	-1	-8	-1	4

Single entries from above.
CN(C)c1ccc(NC(=O)Cn2cc3c(n2)CCCC3)cc1 – CDK5 p35 inh: -0.9
Fc1ccc(OCc2nc(-c3ccc(Br)o3)no2)c(F)c1 – CDK5 p35 inh: 1.1

Next entries
SMILES	Rtt109 HAT inh	cardiac RTF act	NSD2 HMT inh	Mot1-301 SUMO	PfHsp90 yeast 2	C-LANA FP	CDK5 p35 inh	dFosB activator	PvdQ acylase	Cardiac RTF inh	Keap1-Nrf2 PPI
CC(C)C[C@@H]1CN=C(N)N1C[C@@H]1CCCN1C[C@@H](C(C)C)N1C[C@@H](Cc2ccccc2)N(CCc2ccc(Cl)c(Cl)c2)C1=N	-6	-8	.	.	0	-1.0	1.8	10	7	-4	-4
CCN(CC)C(=O)N1CCN(S(=O)(=O)c2ccccc2)CC1	16	4	-2	-10	-11	-0.8	0.9	-9	3	-6	1
CCCSc1nc(N2CCCC2)c2c(c1C#N)CC(C)(C)OC2	-6	1	-7	406	8	-1.3	-1.6	6	8	-2	2
Nc1nc(SCc2ccccc2[N+](=O)[O-])c2ncn(Cc3ccccc3)c2n1	2	2	-3	.	-2	-1.4	-0.6	9	-17	-7	0
C/C(=N\Nc1ccccn1)c1ccc(S(=O)(=O)NCc2ccco2)cc1	-3	-3	2	-14	-3	-0.7	0.3	1	4	7	-3
COc1ccc(NS(=O)(=O)c2cccc(C(=O)NCc3ccccc3CN3CCCC3)c2)cc1	9	2	0	3	2	-0.6	-1.7	-9	1	0	1
O=c1ccn([C@@H]2O[C@H](COS(=O)(=O)O)[C@@H](O)[C@H]2O)c(=O)[nH]1	6	-9	.	-9	-22	-0.4	1.6	1	13	4	-5
Cc1cc(NC(=O)CSc2nnnn2Cc2ccccc2)no1	2	-5	-1	199	9	-4.5	-0.9	1	4	-6	2
O=c1ccc2[n+]([O-])c3ccc(O)cc3oc-2c1	5	-1	102*	.	31	50	-1.1	40*	1	-7	101*
CC1(C)CCC[C@]2(C)[C@H]3CC(=O)O[C@]3(C)CC[C@@H]12	-12	5	-2	17	0	1.5	1.1	-6	-14	-6	0
CC(C)C[C@@H](CO)NS(=O)(=O)c1c(F)cccc1F	3	4	.	.	-33	-0.6	0.7	-5	-16	-16	-2
CSc1ccc(CN(C)C(=O)C2CCN(C(=O)Nc3ccccc3)CC2)cc1	10	-4	1	-9	-6	-0.8	1.8	-4	8	-4	-3
O=C(c1ccncc1)c1ccc(NS(=O)(=O)c2ccc(Br)s2)cc1	-8	2	.	11	-8	-0.3	-1.5	1	0	0	1
COCCCn1c(=O)c2sccc2n2c(CCCC(=O)NCc3cccc(OC)c3)nnc12	-3	-7	0	-1	-21	0.2	-1.6	1	-7	5	3
Cc1cc(=O)[nH]c(SCc2nc3ccccc3s2)n1	-9	2	.	-1	-24	1.9	2.0	-5	-7	-7	-1
CCOc1cc(C2C3=C(CCCC3=O)NC3=C2C(=O)CCC3)ccc1OCCO	.	5	-2	-7	5	0.8	0.0	-2	13	0	-3
O=C(Nc1cccc(Cl)c1)C1=Cc2cc(Cl)ccc2OC1	-3	-5	-3	.	-19	1.1	-0.2	4	-10	6	2
